B2AR arrestin = qHTS assay of beta-arrestin-biased ligands of beta2-adrenergic receptor. beta-arrestin recruitment to beta2AR, cell-based reporter. Potency, µM (series often up to 46.1 µM), without a hit: top-dose activation, actives largely listed as activators. Beta-2 adrenergic receptor (Homo sapiens), P07550. AID 492947, 2010. 0.02% of 330,000 active;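 also: potency is read from the fitted curve at half-maximal effect; 0% = DMSO controls and full agonism = EC100 isoproterenol or metaproterenol; nearly all actives have a fitted effect of over 65% in size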
Target sequence (P07550 whole entry, looked up): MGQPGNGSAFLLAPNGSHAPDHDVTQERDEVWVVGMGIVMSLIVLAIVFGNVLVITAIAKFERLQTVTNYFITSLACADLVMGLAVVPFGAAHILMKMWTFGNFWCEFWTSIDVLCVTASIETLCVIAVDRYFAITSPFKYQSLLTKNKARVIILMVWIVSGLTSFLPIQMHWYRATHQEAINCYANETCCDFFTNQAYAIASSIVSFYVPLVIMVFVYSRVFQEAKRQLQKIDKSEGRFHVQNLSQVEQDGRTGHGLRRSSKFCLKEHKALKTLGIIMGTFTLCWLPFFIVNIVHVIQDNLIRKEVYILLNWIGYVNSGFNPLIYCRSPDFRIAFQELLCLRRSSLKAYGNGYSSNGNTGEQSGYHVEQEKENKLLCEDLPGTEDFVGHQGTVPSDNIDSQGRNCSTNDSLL
Giardia kill = Small Molecules that selectively kill Giardia lamblia: qHTS | Giardia lamblia trophozoite viability | activity change, % at 7.66 µM, hits read low | 0.15% of 340,000 active | AID 540267, 2011; in the data active = activity change below about -80%; inconclusive = between about -30% and that limit;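 also: parasites exposed to compound for two days anaerobically before the ATP read; % is scaled to controls: 0 for no effect and ±100 for the full control effect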
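Giardia lamblia trophozoites (100 cells/well) were incubated with compounds for 48 h at 37 deg C under anaerobic conditions. Viability was read as ATP content by one-step luminescence after 15-30 min at room temperature.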
BCR signal inh = qHTS Assay to Find Inhibitors of Chronic Active B-Cell Receptor Signaling. ABC-DLBCL IkBa-CBG/CBR reporter, luminescence ratio, 4 h. Potency, µM (series often up to 46.1 µM), for inactives: top-dose ratio change, negative = lower green/red ratio, hits mostly inhibitors. 0.05% of 340,000 active. AID 493014, 2011; active = well fitted inhibition curve with a large enough effect in the signal ratio, with a control signal flat, not every such curve was filed as active; inconclusive = small, poorly fitted or top-dose-only effect, or effect the other way, or a change in a side signal; the % refers to the signal ratio;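 also: potency is read from the fitted curve at half-maximal effect; plate controls were basal doxycycline-induced cells for no effect and cells given 10 µM MG132 for full effect; MG132 reads +100%, hits lower the ratio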
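TMD8 ABC-DLBCL cells carrying doxycycline-inducible green luciferase fused to IkappaBalpha plus unfused red luciferase were exposed to compounds (up to 46 uM) for 4 hrs at 37C. Activity came from the overlap-corrected green/red luminescence ratio.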
PTAP TSG101 blk = qHTS Assay for Iinhibitors of HIV-1 Budding by Blocking the Interaction of PTAP/TSG101. Tumor susceptibility gene 101 protein (Homo sapiens), Q99816. Fluorescence polarization, FITC-PTAP peptide / Tsg101 binding. Potency, µM (doses to about 115 µM), for inactives: at the top dose activity change, negative = inhibition, most hits filed as inhibitors. 340,000 tested, under 10 active; active = well fitted inhibition curve with a large enough effect in the main read-out, with a control signal flat, not every such curve was filed as active; inconclusive = small, poorly fitted or top-dose-only effect, or effect the other way, or a change in a side signal; inactive = no such curve, though single readings can be large or run the other way; also: potency is read from the fitted curve at half-maximal effect; % of control where 0% means no effect
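Fluorescence anisotropy tracks displacement of a FITC-tagged PTAP peptide (50 nM) from the Tsg101 binding domain (10 uM), following a 20 min room-temperature incubation at pH 7.5.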
Menin-MLL TR inh = qHTS Assay for Inhibitors Targeting the Menin-MLL Interaction in MLL Related Leukemias: Competition With Texas Red Labeled MLL-derived Mutant Peptide; O00255; Menin + Texas Red MLL mutant peptide, fluorescence polarization; Potency, µM (doses to about 61.6 µM), for the others: top-dose FP activity change, negative = inhibition, hits mostly inhibitors; 0.23% of 270,000 active; AID 1768, 2009; active = well fitted inhibition curve with a large enough effect in the polarisation, with a control signal flat, not every such curve was filed as active; inconclusive = small, poorly fitted or top-dose-only effect, or effect the other way, or a change in a side signal; inactive = no such curve, though single readings can be large or run the other way; the % refers to the polarisation; also: potency is read from the fitted curve at half-maximal effect; % of control where 0% means no effect; many of its hits are not listed in these tables
Target sequence (O00255 whole entry, looked up): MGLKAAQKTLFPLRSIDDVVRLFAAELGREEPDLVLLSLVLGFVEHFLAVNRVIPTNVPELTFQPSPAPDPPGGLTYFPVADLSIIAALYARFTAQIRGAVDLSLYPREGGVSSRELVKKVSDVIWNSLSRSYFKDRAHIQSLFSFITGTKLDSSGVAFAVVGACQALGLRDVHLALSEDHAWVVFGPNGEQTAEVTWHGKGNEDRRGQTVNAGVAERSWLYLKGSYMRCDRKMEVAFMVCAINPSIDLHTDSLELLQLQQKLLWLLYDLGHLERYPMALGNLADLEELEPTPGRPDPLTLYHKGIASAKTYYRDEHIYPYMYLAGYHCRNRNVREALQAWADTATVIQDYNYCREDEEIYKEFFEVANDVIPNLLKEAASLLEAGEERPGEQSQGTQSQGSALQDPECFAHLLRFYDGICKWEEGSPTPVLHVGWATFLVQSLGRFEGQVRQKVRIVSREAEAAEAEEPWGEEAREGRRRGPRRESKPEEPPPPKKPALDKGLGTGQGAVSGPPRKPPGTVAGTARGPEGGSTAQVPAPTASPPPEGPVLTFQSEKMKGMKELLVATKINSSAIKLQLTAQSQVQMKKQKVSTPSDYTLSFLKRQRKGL
Tb PFK inh = qHTS Assay to Find Inhibitors of T. brucei phosphofructokinase | ATP-dependent 6-phosphofructokinase (Trypanosoma brucei brucei), O15648 | T. brucei PFK, ADP-Glo luminescence | Potency, µM (doses to about 57.5 µM), inactives show at the top dose activity, negative = inhibition, actives largely listed as inhibitors | 0.17% of 330,000 active | AID 485367, 2010;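 also: potency is read from the fitted curve at half-maximal effect; 0% = uninhibited 1x PFK enzyme wells and -100% = no-enzyme wells; nearly all actives have a fitted effect of over 60% in size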
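Activity is normalized to no-enzyme wells (full inhibition) and 1.25 nM enzyme wells (no inhibition). Reaction: 0.5 mM F6P, 0.1 mM ATP, 45 min RT, ADP-Glo luminescence; concentration-response curves fitted and classed by quality.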
GALK inhibitor = qHTS Assay for Inhibitors of Human Galactokinase (GALK); Potency, µM (highest dose often 57.5 µM), for the others: top-dose activity change, negative = inhibition, most hits filed as inhibitors; 0.007% of 270,000 active; Purified GALK, Kinase-Glo residual ATP luminescence; also: potency is read from the fitted curve at half-maximal effect; % is scaled to controls: 0 for no effect and ±100 for the full control effect
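GALK at 5 nM final was combined with compound, 35 uM ATP and 100 uM galactose in HEPES pH8.0 with MgCl2 and DTT. The reaction ran one hour at room temperature before luminescent ATP detection.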
a7 integrin act = qHTS for Activators of Integrin-Mediated Alleviation for Muscular Dystrophy | 0.064% of 350,000 active | Potency, µM (titrated, usually from 38.3 µM), without a hit: at the top dose activation, most hits filed as activators | alpha7betagal myoblasts, beta-gal FDG fluorescence, 48 h;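 also: potency is read from the fitted curve at half-maximal effect; 100% = response of the positive control SU9516; nearly all actives have a fitted effect of over 60% in size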
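alpha7betagal+/- myoblasts (passage 13, 250/well) treated 48 h at 37C with compounds at 1:260 dilution of DMSO stock. Lysed, then beta-galactosidase activity read as FDG fluorescence (ex 480/em 540) after 30 min, with pre-read for autofluorescence.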
S-ASM inh = Inhibitors of Secretory Acid Sphingomyelinase (S-ASM): qHTS | Sphingomyelin phosphodiesterase (Homo sapiens), P17405 | placental ASM, HMU-PC fluorogenic substrate, 60 min | Potency, µM (highest dose often 57.5 µM), without a hit: at the top dose activity change, negative = inhibition, actives largely listed as inhibitors | 0.006% of 340,000 active | AID 504937, 2011; also: potency is read from the fitted curve at half-maximal effect
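Steps: dispense placental human ASM, pin compound, wait 10 min at room temperature, add HMU-PC0 substrate at 9 uM final, incubate 60 min at 37 °C, add stop solution raising pH to 10, read fluorescence.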
PKM2 act = qHTS Assay for Activators of Human Muscle isoform 2 Pyruvate Kinase; purified PKM2, Kinase-Glo ATP luminescence, activation; response scale: 0% is enzyme alone, no compound; Potency, µM (titrated, usually from 57.5 µM), without a hit: at the highest dose activation, hits mostly activators; 0.34% of 260,000 active; also: potency is read from the fitted curve at half-maximal effect; % is scaled to controls: 0 for no effect and ±100 for the full control effect; nearly all actives have a fitted effect of over 55% in size
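Kinase-Glo luminescence reports ATP generated from ADP (0.1 mM) and PEP (0.5 mM) by purified hPK-M2 after 1 h at room temperature, pH 7.2 imidazole buffer; intermediate enzyme activity allows detecting inhibitors and activators.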
FBPA coupling cs = qHTS Assay for Inhibitors of Fructose-1,6-bisphosphate Aldolase from Giardia Lamblia: Coupling assay counterscreen; AID 2472, 2010; 0.67% of 290,000 active; coupling enzyme system counterscreen, AmpLite Red fluorescence; activity change, negative = inhibition, % at 58.2 µM, hits read low; in the data active = activity change below about -30%; also: % is scaled to controls: 0 for no effect and ±100 for the full control effect
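Coupling enzymes only (glyceraldehyde-3-phosphate) + compound, at 57.5 uM final, 10 min RT; add substrate/coupling/AmpLite Red mix, 20 min RT; fluorescence ex 525/em 598 nm. Actives flag coupling-system interference.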
An asterisk follows results filed as active; u = inconclusive; x = no result given; [ ] = another dose, or the depositor's remark. Unless noted, calls follow the shape of the dose curve; as a rule, active = well fitted curve in the direction sought with a large enough effect; inconclusive = small, poorly fitted or top-dose-only effect, or another doubt; inactive = no such curve, though single readings can be large; an effect the other way counts as inactive or inconclusive. Not all compounds are listed; count on the stated rates, not on these rows.

SMILES	B2AR arrestin	Giardia kill	BCR signal inh	PTAP TSG101 blk	Menin-MLL TR inh	Tb PFK inh	GALK inhibitor	a7 integrin act	S-ASM inh	PKM2 act	FBPA coupling cs
CCCCOc1c(Cl)cc(C(=O)N2CCN(CC(=O)N3CCCC3)CC2)cc1OCC	0.2%	0	10%	-1%	x	4%	x	-16%	-2%	x	x
CCOC(=O)C1=C(COC(=O)CCOc2ccccc2C)NC(=O)NC1C (centres undefined)	-0.2%	5	-15%	0%	x	-2%	x	14%	12%	x	x
COc1ccc(/C(=C/c2ccc(OC(F)F)c(OC)c2)C(=O)O)cc1OC	0.3%	2	5%	-8%	-9%	0%	-1%	14%	2%	-4%	7
CC(=O)c1ccccc1C(=O)N1CCC(n2nccc2NC(=O)C2CC2)CC1	-0.1%	-5	2%	x	x	2%	-5%	-16%	3%	-2%	x
Nc1nc(-c2cccs2)cs1	0.1%	-8	0%	-7%	8%	1%	-3%	-14%	-1%	0%	x
Cc1cc(Cl)c(S(=O)(=O)NC(C(=O)O)c2ccccc2)cc1OCC(N)=O (centres undefined)	-0.3%	-11	-2%	-6%	1%	-13%	-6%	1%	4%	5%	4
CC(=O)C1=C(O)C(=O)N(Cc2ccccc2)C1c1ccc([N+](=O)[O-])cc1 (centres undefined)	0.4%	x	8%	x	35%[activator]	0%	x	x	x	x	17
COc1ccccc1CNC(=O)CN1C(=O)NC(Cc2ccccc2)(c2ccccc2)C1=O (centres undefined)	-0.8%	-9	u	-5%	x	0%	x	-7%	-2%	x	x
Cc1ccsc1/C=C1/SC(N2CC(C)OC(C)C2)=NC1=O (centres undefined)	0.0%	18	-5%	-3%	-13%	-8%	1%	-2%	-2%	-11%	0
COc1cc2nc(=S)n3[nH]c(CCn4nc(C)cc4C)nc3c2cc1OC	0.4%	4	u	-10%	28%	-4%	0%	-59%[inhibitor]	3%	-2%	-20
CCSc1nnc(Nc2ccc(C)cc2)s1	0.3%	5	-18%	-2%	13%	-7%	-1%	-3%	0%	-9%	x
COC(=O)[C@H](Cc1ccccc1)NC(=O)Cn1cnc2c(OCc3ccccc3)ncnc21	-1.1%	-15	0%	-8%	x	u	x	-25%	-3%	x	x
O=C(Cc1ccccc1)c1c[nH]c(C(=O)NCCCN2CCOCC2)c1	-0.2%	6	3%	3%	-6%	-3%	0%	13%	0%	0%	1
O=C1CC2(CCN(C(=O)C3CC(=O)N(c4ccc(F)cc4)C3)CC2)Oc2ccccc21 (centres undefined)	0.1%	3	u	0%	x	-6%	x	-12%	1%	x	x
CCNC(=O)C(CC(C)C)NC(=O)C(CO)NC(=O)C1CCC(=O)N1 (centres undefined)	0.0%	-25	u	-5%	x	0%	6%	u	-3%	-2%	1
CN(CC(=O)Nc1c(Cl)cccc1Cl)C(=O)c1ccccc1Cc1ccccc1	-0.8%	7	-18%	-2%	x	-1%	x	-25%	3%	x	x
COc1cc(Nc2nc(-c3ccccc3)c3cc(C)ccc3n2)cc(OC)c1OC	0.0%	8	u	-6%	15%	1%	x	-42%	-17%	3%	-6
CCn1c(N2CCN(CC(=O)c3c[nH]c4ccccc34)CC2)nc2c1c(=O)[nH]c(=O)n2C	-0.9%	12	u	1%	10%	2%	-1%	-38%	-1%	-7%	-4
COc1cccc(C(=O)N2CCN(C(=O)c3cccc(F)c3)CC2)c1	-0.8%	11	-6%	2%	18%	0%	0%	-12%	-1%	18%	2
Cc1ccc(-c2nn(C)c(=O)c3ccccc23)cc1CNC(=O)Cn1nc(-c2ccccc2)c2ccccc2c1=O	0.1%	x	-2%	x	-14%	-10%	-1%	x	x	-3%	4

The list goes on (four carried over from the part before).
SMILES	B2AR arrestin	Giardia kill	BCR signal inh	PTAP TSG101 blk	Menin-MLL TR inh	Tb PFK inh	GALK inhibitor	a7 integrin act	S-ASM inh	PKM2 act	FBPA coupling cs
COc1cc(Nc2nc(-c3ccccc3)c3cc(C)ccc3n2)cc(OC)c1OC	0.0%	8	u	-6%	15%	1%	x	-42%	-17%	3%	-6
CCn1c(N2CCN(CC(=O)c3c[nH]c4ccccc34)CC2)nc2c1c(=O)[nH]c(=O)n2C	-0.9%	12	u	1%	10%	2%	-1%	-38%	-1%	-7%	-4
COc1cccc(C(=O)N2CCN(C(=O)c3cccc(F)c3)CC2)c1	-0.8%	11	-6%	2%	18%	0%	0%	-12%	-1%	18%	2
Cc1ccc(-c2nn(C)c(=O)c3ccccc23)cc1CNC(=O)Cn1nc(-c2ccccc2)c2ccccc2c1=O	0.1%	x	-2%	x	-14%	-10%	-1%	x	x	-3%	4
COc1ccc(Cl)cc1NC(=O)CSc1nnc(Cc2cccn2C)n1-c1ccc(F)cc1	-0.7%	18	u	-2%	3%	-1%	0%	-15%	-12%	4%	0
NC(=O)COC(=O)c1ccccc1OCc1ccccc1	-0.1%	-3	-1%	-2%	-9%	-1%	0%	-20%	0%	1%	-1
CC(C)(C)NC(=O)CSc1nc(N)cc(=O)[nH]1	-0.3%	2	-3%	-5%	-6%	4%	-2%	6%	2%	-1%	2
CCOc1ccccc1N1CC(C(=O)Nc2cc(S(C)(=O)=O)ccc2Cl)CC1=O (centres undefined)	-0.6%	20	6%	1%	x	3%	x	3%	3%	x	x
Cc1nn(C)c(C)c1C1Nc2ccccc2C(=O)N1O (centres undefined)	-0.5%	-14	-6%	-3%	2%	-1%	1%	-11%	-2%	-3%	-2
O=C(CSC1=Nc2ccccc2C2CC=NN12)NCc1ccco1 (centres undefined)	0.4%	-15	u	-3%	x	2%	x	-44%[inhibitor]	0%	x	x
COc1ccc(CCN2CCCn3c2nc2c3c(=O)n(CC(C)C)c(=O)n2C)cc1OC	-0.8%	-14	-1%	-3%	u	-11%	3%	-1%	-5%	x	0
CN(C(=O)CSc1ncnc2scc(-c3ccccc3)c12)C1CCS(=O)(=O)C1 (centres undefined)	0.0%	0	-11%	-1%	-6%	0%	-1%	-1%	-2%	0%	7
Cc1cccc(/C(N)=N/OC(=O)COc2ccc(Cl)cc2)c1	-0.8%	16	6%	-5%	-3%	-4%	3%	u	-6%	-1%	2
Cc1cccc2sc(NC(=O)CSCc3ccccc3)nc12	-0.1%	-4	u	-2%	u	1%	0%	u	-4%	-1%	2
NC(=O)c1ccc(NC(=O)COC(=O)C2CC(=O)N(Cc3ccccc3)C2)cc1 (centres undefined)	0.2%	-6	-5%	-3%	-6%	-1%	-1%	-7%	-1%	2%	0
O=C1COc2ccc(C(=O)COC(=O)c3nc(Cl)ccc3Cl)cc2N1	-0.2%	6	-8%	-2%	x	2%	x	16%	8%	x	x
Cc1cccc(N2CCN(C(=O)c3cccn4c(=O)c5c(C)c(C)sc5nc34)CC2)c1C	-0.1%	-2	u	1%	-19%	-3%	-2%	-7%	24%	7%	0
CC(C)OC(=O)COc1cc(O)c2c(=O)cc(-c3ccccc3)oc2c1	0.5%	-13	10%	2%	x	3%	x	-39%	0%	4%	-1
CC1CCCN(C(=O)C(Cc2ccccc2)n2cccc2)C1 (centres undefined)	-0.3%	3	1%	-2%	7%[11.7 µM]	0%	1%	0%	2%	2%	2
CCOc1ccc(NC(=O)CN(C)C(=O)C2CCCC2)cc1OCC	-0.1%	-9	1%	-5%	-7%	0%	1%	23%	1%	0%	1
